DRD3 agonist = D3 dopamine receptor (human) agonism | P35462 | D3R DiscoveRx beta-arrestin cells, luminescence, 90 min | max activation, % | 0.58% of 410,000 active | AID 652048; in the data active = max activation above about 30%; note: 0% is about no effect; mostly tested at two doses, the higher about 12 µM
Target sequence (P35462 whole entry, looked up): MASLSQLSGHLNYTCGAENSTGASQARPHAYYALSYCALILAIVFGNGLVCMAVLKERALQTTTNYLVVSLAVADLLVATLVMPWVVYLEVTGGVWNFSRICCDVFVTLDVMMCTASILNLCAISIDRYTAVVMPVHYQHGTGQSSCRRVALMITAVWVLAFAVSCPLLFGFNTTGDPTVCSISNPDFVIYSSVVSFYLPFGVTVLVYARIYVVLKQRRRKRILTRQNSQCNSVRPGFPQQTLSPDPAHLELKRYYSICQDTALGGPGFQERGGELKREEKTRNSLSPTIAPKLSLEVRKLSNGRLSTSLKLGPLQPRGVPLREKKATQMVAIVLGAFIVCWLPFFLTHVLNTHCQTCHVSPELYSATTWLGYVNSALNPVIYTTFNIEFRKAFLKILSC
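Cells at 1500/well, incubated overnight, then treated with pinned compounds (dopamine as control) for 90 min at 37 degrees C. DiscoveRx reagent added for 30 - 60 minutes at room temperature; luminescence read.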
WRN inhibitor = blocks human WRN helicase; Potency, µM (doses to about 114 µM), for the others: top-dose activity change, negative = inhibition, hits mostly inhibitors; WRN helicase unwinding, fluorescent forked duplex, kinetic; Q14191; 0.46% of 360,000 active; note: potency is the fitted concentration of half-maximal effect; % is set by controls: 0 for no effect and ±100 for the full control effect; nearly all actives have a fitted effect of over 55% in size
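Primary qHTS, 1536-well format. 20 nM WRN + compound, 15 min RT; start with 100 nM forked fluorophore/quencher duplex, 2 mM ATP (final); kinetic read ex 525/em 598 nm.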
GLP1R inv ag = inverse agonists of human GLP-1 receptor; P43220; Potency, µM (series often up to 38.3 µM), for inactives: at the top dose activity change, negative = inhibition, most hits filed as inhibitors; 1.6% of 410,000 active; HEK293 GLP-1R CRE-luciferase, luminescence, 24 h; GLP-1R form is constitutively active; note: potency is the fitted concentration of half-maximal effect; % is set by controls: 0 for no effect and ±100 for the full control effect; nearly all actives have a fitted effect of over 55% in size
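Cells are plated, allowed 12 hours at 37 deg C, then treated with compounds for 24 hr before luciferase detection reagent is added and luminescence is read after 12 min at room temperature. The HEK293 line carries constitutively active GLP-1R with a cAMP-responsive reporter.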
GLP-1R agonist = agonists of human GLP-1 receptor; P43220; 0.007% of 380,000 active; HEK293 GLP-1R CRE-luciferase, luminescence, 4-6 h; cells express a hypersensitive GLP-1R form; Potency, µM (highest dose often 45.6 µM), for the others: at the top dose activation, hits mostly activators; note: potency is the fitted concentration of half-maximal effect; % of control where 0% means no effect
D3 antag = D3 dopamine receptor (human) antagonism. P35462. D3R cells, DiscoveRx beta-arrestin luminescence, antagonist mode; active compounds read low. max response, negative = inhibition, %. 2.5% of 360,000 active. AID 652054; in the data active = max response below about -50%; inconclusive = no clear call, values can overlap the other calls; note: % is set by controls: 0 for no effect and ±100 for the full control effect; mostly tested at two doses, the higher about 12 µM
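Cells plated overnight at 1500 cells/well, then exposed to library compounds with dopamine controls for 90 minutes at 37 degrees C. DiscoveRx reagent added for 30–60 minutes at room temperature; luminescence read, quantitative HTS format.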
GLP1R cytotox = cytotoxicity counter-screen for GLP-1 receptor inverse agonists; HEK293 cAMP-luciferase reporter cells, luminescence, 24 h; Potency, µM (series often up to 38.3 µM), without a hit: top-dose activity change, negative = inhibition, usual class: inhibitors; 0.13% of 410,000 active; AID 624418;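 note: loss of luciferase light is scored as toxicity; potency is the fitted concentration of half-maximal effect; % is set by controls: 0 for no effect and ±100 for the full control effect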
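Cells in DMEM/10% Nu serum/1% pen-strep, 1536-well format. Pre-incubated 12 h, dosed with 23 nL compound, incubated a further 24 h. Luciferase detection, 12 min at room temp, luminescence.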
PI5P4K alpha inh = blocks human PI5P4K alpha kinase activity | max response, % | 1.2% of 330,000 active | PI5P4Kalpha enzyme, ADP-Glo luminescence, 60 min; active compounds read low; active = max response of -50% or lower; inconclusive = between -30% and -50%; inactive = -30% or higher; note: value at the top dose of about 77 µM; % is set by controls: 0 for no effect and ±100 for the full control effect
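Single end-point luminescence (ADP-Glo) quantified ADP from PI5P4Kalpha turnover; ATP 5 microM final, 1 h at RT, 0.1% CHAPS and 0.28 mM EGTA in HEPES pH 7.4.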
PLK1 PBD block = inhibitors of human PLK1 polo-box domain binding; P53350; Plk1 PBD binding of FITC phosphopeptide, fluorescence polarization; 2.8% of 360,000 active; Potency, µM, without a hit: max response, negative = inhibition, most hits filed as inhibitors; note: potency is the fitted concentration of half-maximal effect; series mostly up to about 57 µM; % is set by controls: 0 for no effect and ±100 for the full control effect; nearly all actives have a fitted effect of over 65% in size
Target sequence (P53350 whole entry, looked up, the tested form may be a part): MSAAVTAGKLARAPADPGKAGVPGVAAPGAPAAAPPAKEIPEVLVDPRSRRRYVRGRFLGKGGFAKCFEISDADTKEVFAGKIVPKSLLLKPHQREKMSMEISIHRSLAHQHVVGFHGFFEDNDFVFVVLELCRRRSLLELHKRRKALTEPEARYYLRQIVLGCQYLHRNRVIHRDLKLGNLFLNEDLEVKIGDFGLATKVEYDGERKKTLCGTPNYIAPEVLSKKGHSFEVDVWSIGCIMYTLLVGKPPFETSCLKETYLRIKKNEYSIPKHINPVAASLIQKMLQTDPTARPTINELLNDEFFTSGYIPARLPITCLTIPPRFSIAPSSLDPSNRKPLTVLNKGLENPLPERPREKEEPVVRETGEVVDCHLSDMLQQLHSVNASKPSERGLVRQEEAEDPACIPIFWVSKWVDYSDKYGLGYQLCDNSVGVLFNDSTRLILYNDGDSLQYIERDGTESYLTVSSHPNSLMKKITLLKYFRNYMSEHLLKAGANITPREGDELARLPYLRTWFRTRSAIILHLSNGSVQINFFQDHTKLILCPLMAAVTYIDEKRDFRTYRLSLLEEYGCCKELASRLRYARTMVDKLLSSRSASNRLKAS
IL2 activator = activates IL-2 in a cell-based reporter assay; activation, % (series mostly up to about 46 µM); IL-2 activation reporter assay, cell-based qHTS; stimulated with anti-CD3/CD4/CD28 beads; in transgenic mouse T cells; 0.065% of 360,000 active; in the data active = activation above about 50%; inconclusive = mostly about 30% to 49%; note: 0% is about no effect
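Unstimulated transgenic mouse T cells, 750 per well, received compound and, after 60 minutes, anti-CD3/anti-CD4 bead plus anti-CD28 stimulation. EGFP and DsRed were quantified after 18 hours.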
An asterisk follows results filed as active; ? = inconclusive; nt = not tested or not shown; [ ] = another dose, or the depositor's remark. Unless noted, calls come from the whole dose curve; as a rule, active = well fitted curve in the direction sought with a large enough effect; inconclusive = small, poorly fitted or top-dose-only effect, or another doubt; inactive = no such curve, though single readings can be large; an effect the other way counts as inactive or inconclusive.

SMILES	DRD3 agonist	WRN inhibitor	GLP1R inv ag	GLP-1R agonist	D3 antag	GLP1R cytotox	PI5P4K alpha inh	PLK1 PBD block	IL2 activator
COc1cc(C=Cc2nnc3c4ccccc4cnn23)cc(OC)c1OC	6	5%	8%	-7%	33	7%	0	-15%	-0.2
Cc1cc(N/N=C/c2ccc(O)cc2)nc(NS(=O)(=O)c2ccccc2)n1	3	-28%[57.1 µM]	3%	0%	14	-3%	-55*	-18%	0.8
Cc1c(CCO)c(=O)n(-c2ccccc2)n1S(=O)(=O)c1ccc([N+](=O)[O-])cc1	2	24%	-15%[7.66 µM]	0%	13	-17%[7.66 µM]	-5	?	-0.7
COc1cccc(/C=N/NC(=O)CCCC(=O)NC2CCCCC2)c1	1	-7%	-5%	1%	-7	7%	0	-9%	-3.2
FC(F)(F)c1cnc(COc2ccc(Cl)cc2Cl)c(Cl)c1	-20	-2%	-30%	0%	-15	15%	1	1%	-3.1
O=C(Nc1ccccc1)c1cnc2n(c1=O)CCS2	2	2%	0%	11%	-16	-1%	3	-13%	0.3
CCC(C)[C@H](NC(=O)c1cc2cc(Cl)ccc2n1C)C(=O)N1CCC(C(=O)O)CC1 (stereo partly drawn)	-10	-11%	41%[activator]	4%	?	18%	-7	-1%	0.3
COc1cc(C2NC(=O)C(C#N)=C(Nc3cccc(C)c3)S2)ccc1O (stereo not drawn)	-6	7%	1%	-3%	?	2%	-23	?	0.4
COc1ccc(N(CC(=O)NC2CCCCCCC2)S(=O)(=O)c2c(C)nn(C)c2C)cc1	-10	9%	9%	-1%	0	3%	1	0%	-0.4
Cc1cc(C(=O)OCC(=O)N2CC(=O)Nc3ccccc32)c(C)n1-c1ccccc1	-6	-1%	?	9%	-9	-1%	-11	-11%	0.1
COc1ccc(NC(=S)NNC(=O)CNc2ccc(Cl)cc2)cc1	-2	8%	-22%	-5%	-7	-39%	-4	27µM*	-6.5
CCCOC(=O)c1ccc(Oc2c(-c3ccc(OC)cc3O)n[nH]c2C)cc1	-5	-16%	8.9µM*	-23%	-18	?	8	2%	-0.9
Fc1ccc(NC(=S)Nc2ccc(F)c(Cl)c2)cc1Cl	0	-1%	?	-5%	?	?	0	?	-2.1
C=C1C(=O)O[C@@]23[C@H]1CC[C@@H](C)[C@@H]2CC[C@@]1(C)O[C@@H]31	-10	-7%	?	-21%	0	-27%	-3	5%	-0.7
CC(=O)Nc1ccc2sc(C)nc2c1	1	3%	5%	6%	0	-6%	-5	-5%	-0.2
CCO[C@H]1OC(C(=O)NC2CC2)=C[C@@H](c2ccccc2)[C@@H]1CCCO	2	-2%	-6%	3%	6	-6%	1	-13%	0.1
Cc1ccc(NC(=O)C2COc3ccccc3O2)cc1C (stereo not drawn)	2	1%	-16%	1%	-9	1%	10	-4%	0.3
O=C(CSc1nc2c([nH]c3ccccc32)c(=O)n1-c1ccc(Cl)cc1)NCc1ccccc1	2	nt	31%[activator]	1%	nt	-6%	nt	nt	nt
COc1ccccc1N=Nc1c(C)noc1C	2	0%	14%	6%	7	21%	4	-1%	1.9
CCN(CC(=O)NCc1ccco1)S(=O)(=O)c1ccc(F)cc1	3	-33%	-9%	6%	0	4%	-16	-10%	-1.5
Cn1ncc2c(Nc3ccc(O)cc3)nc(Cl)nc21	1	-4%	156%[activator]	?	8	-16%	-29	?	-5.3
CCc1ccc(-n2c(C)cc(/C=N/NC(=O)c3ccncc3)c2C)cc1	5	-4%	-11%	12%	2	-34%	-13	-1%	0.3
Cc1ccc(Cl)cc1N1CCN(C2CCCCC2NS(=O)(=O)c2ccccc2)CC1 (stereo not drawn)	-1	-7%	11%	4%	9	-6%	0	-3%	-0.3
Fc1ccc(CSc2nnc(-c3cccs3)o2)cc1	-4	-12%	2%	-2%	-11	-1%	nt	-1%	0.8
COc1ccc(NC(=O)CN(c2ccccc2F)S(=O)(=O)c2ccc(C)cc2)c(OC)c1	-2	-3%	?	-2%	1	-6%	4	-1%	-0.7

(cont.)
SMILES	DRD3 agonist	WRN inhibitor	GLP1R inv ag	GLP-1R agonist	D3 antag	GLP1R cytotox	PI5P4K alpha inh	PLK1 PBD block	IL2 activator
Cc1nc(Nc2ccccc2)[nH]c(=O)c1CCC(C)C	4	-15%	-6%	15%	48	-7%	6	-2%	-2.0
COc1ccccc1CNS(=O)(=O)c1cc(-c2cc(C)no2)ccc1C(C)C	-4	-11%	?	22%	-3	-5%	3	-12%	-3.5
Cc1cccc(OCCn2c(=O)sc3ccccc32)c1	-4	-13%	?	21%	3	28%	0	1%	-1.9
CCOC(=O)[C@]12CCCC=C1N(Cc1ccccc1)C(=O)[C@H](CC(=O)NCc1ccc(OC)c(OC)c1)C2	-11	16%	-5%	nt	?	-2%	5	2%	-0.2
COc1ccc(CNC(=O)C(=O)NCC2OCCN2S(=O)(=O)c2cccs2)cc1 (stereo not drawn)	-3	8%	1%	-3%	10	2%	-20	3%	-1.1
O=C(CSc1nc2ccccc2c(=O)n1Cc1ccc(F)cc1)NCC1CCCO1 (stereo not drawn)	-2	-1%	-1%	4%	-3	3%	9	1%	0.2
Cc1ccsc1/C=N/NC(=O)CNC(=O)c1ccc(S(=O)(=O)N(C)C)cc1	-4	-7%	10%	-1%	-8	5%	2	-4%	0.5
Cc1ccc(-n2c(C)cc(/C=C3\SC(=O)NC3=O)c2C)cc1	-2	-2%	-18%	-5%	-1	0%	-22	0%	-0.1
C=CCn1c(N)c(-c2nc3ccccc3n2C)sc1=S	-3	4%	0%	1%	3	1%	nt	-13%	-0.2
O=C(NCc1ccco1)c1cccc2c1C(=O)c1ccc(N3CCC(Cc4ccccc4)CC3)cc1S2(=O)=O	31*	-4%	-22%	5%	68	67%[activator]	-12	?	24
O=[N+]([O-])c1ccc(N/N=C/c2ccc(OCc3cccc4ccccc34)cc2)nc1	2	-3%[57.1 µM]	17%	0%	0	31%	5	61%[activator]	0.2
CCOC(=O)c1c(C)n(C)c2cc(-c3ccc(C)cc3)c(O)cc12	2	-4%	6%	11%	-7	-20%	-7	-11%	-2.4
Cc1c(C(=O)OCC(=O)NCc2ccccc2)oc2ccccc12	0	9%	1%	0%	-1	2%	-5	-1%	0.4
CCN1C(=O)[C@H]2[C@@H](c3ccc(OC)cc3)N[C@]3(CCCN(Cc4ccc(Cl)cc4)C3=O)[C@H]2C1=O	4	8%	7%	-1%	-29	-4%	-9	-6%	-2.6
C=CCNC(=O)c1c(CSc2ccc(Cl)cc2)noc1C(=O)NCCC	2	-5%	?	15%	25	-5%	8	2%	-0.5
O=C(OCC(=O)N1N=C(c2ccc(Cl)cc2)CC1c1ccco1)c1ccccc1O (stereo not drawn)	1	-3%	?	4%	12	-12%	-4	3%	-0.6
CCN1C(=O)C(CC(=O)Nc2ccc(Br)cc2)N(CCCc2ccccc2)C1=S (stereo not drawn)	-3	-3%	2µM*	-10%	20	?	-5	0%	0.2
CC(=O)Nc1ccc(S(=O)(=O)Nc2nc(C)nc3sc(C)c(C)c23)cc1	1	-6%	4%	-9%	-15	-5%	2	-16%	-0.1
O=C(CNc1cccc(S(=O)(=O)N2CCCC2)c1)Nc1ccc(F)c(F)c1	-1	11%	?	-2%	4	1%	9	-25%	-5.5
CC/C(=N\O)C(C)(C)/[N+]([O-])=C/c1ccc(Br)cc1	2	1%	6%	5%	5	5%	nt	1%	-1.1
COc1ccccc1C(=O)Nc1ccc(NC(=O)c2ccco2)cn1	26	-10%	5%	9%	12	0%	0	-2%	-1.4
Cc1cc(C)n2nc(SCc3ncc(-c4ccccc4)o3)nc2n1	-5	?	60%[activator]	6%	2	10%	-15	-27%	1.6
CCc1[nH]nc(C(=O)N2CCCC(CCC(=O)N3CCN(c4ccccn4)CC3)C2)c1C (stereo not drawn)	-12	-3%	3%	14%	12	-6%	-1	-27%	-0.4
CN(C)CCCNC(=O)c1cc(C(=O)c2cccc(Cl)c2Cl)c[nH]1	-7	-12%	?	6%	5	-23%	6	-4%	-0.9
O=[N+]([O-])c1ccc(Nc2ccccc2O)c([N+](=O)[O-])c1	-1	0%	?	-6%	-10	?	-6	4%	4.5

Nine compounds out of the list, arranged by count of non-hydrogen atoms, descending.
SMILES	DRD3 agonist	WRN inhibitor	GLP1R inv ag	GLP-1R agonist	D3 antag	GLP1R cytotox	PI5P4K alpha inh	PLK1 PBD block	IL2 activator
CCOC(=O)[C@]12CCCC=C1N(Cc1ccccc1)C(=O)[C@H](CC(=O)NCc1ccc(OC)c(OC)c1)C2	-11	16%	-5%	nt	?	-2%	5	2%	-0.2
CCc1[nH]nc(C(=O)N2CCCC(CCC(=O)N3CCN(c4ccccn4)CC3)C2)c1C (stereo not drawn)	-12	-3%	3%	14%	12	-6%	-1	-27%	-0.4
COc1ccccc1CNS(=O)(=O)c1cc(-c2cc(C)no2)ccc1C(C)C	-4	-11%	?	22%	-3	-5%	3	-12%	-3.5
O=C(CNc1cccc(S(=O)(=O)N2CCCC2)c1)Nc1ccc(F)c(F)c1	-1	11%	?	-2%	4	1%	9	-25%	-5.5
C=CCNC(=O)c1c(CSc2ccc(Cl)cc2)noc1C(=O)NCCC	2	-5%	?	15%	25	-5%	8	2%	-0.5
COc1ccccc1C(=O)Nc1ccc(NC(=O)c2ccco2)cn1	26	-10%	5%	9%	12	0%	0	-2%	-1.4
Cc1cc(C)n2nc(SCc3ncc(-c4ccccc4)o3)nc2n1	-5	?	60%[activator]	6%	2	10%	-15	-27%	1.6
O=[N+]([O-])c1ccc(Nc2ccccc2O)c([N+](=O)[O-])c1	-1	0%	?	-6%	-10	?	-6	4%	4.5
CC/C(=N\O)C(C)(C)/[N+]([O-])=C/c1ccc(Br)cc1	2	1%	6%	5%	5	5%	nt	1%	-1.1
